DTT redox prof: compounds producing H2O2 with reducing agent – biochemical, NIH compound library profiling, artefact control for MLSCN library redox annotation, primary screen | 0.03% of 200,000 active | DTT-dependent redox cycling H2O2, phenol red/HRP absorbance; 100% = 100 µM peroxide control, 0% = buffer | activation, % at 10 µM | AID 878, 2007;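 active = activation of at least 50% relative to the plate's high and low controls in the primary single-dose screen; inactive = activation below 50%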;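 also: compound incubated with DTT at 0.8 mM final as the reducing agent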
STAT3 inh: IL-6 driven STAT3 reporter inhibitors, primary screen, U3A cells, luciferase, luminescence, MLSCN library; inhibition, % at 5.5 µM; 0.89% of 190,000 active; AID 862, 2007; IL-6 STAT3-luciferase reporter; host cell line lacks STAT1;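 active = inhibition above the mean inhibition across all screened compounds plus 3 SD, cut at about 44% in these data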;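 also: 0% = DMSO only wells and 100% = 100 µM nifuroxazide control wells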
HMGR II inh: inhibitors of E. faecalis class II HMGR, primary screen, biochemical, Enterococcus faecalis; HMG-CoA reductase (Enterococcus faecalis, mvaE); purified E. faecalis HMGR, NADPH absorbance 340 nm kinetic; inhibition, % at 10 µM; 0.41% of 190,000 active; AID 1066, 2008;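 active = inhibition above a set limit, the median over all tested compounds plus 3 SD, cut at about 9.5% in these data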;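 also: enzyme runs in reverse so mevalonate oxidation gives rising NADPH absorbance; 0% = complete reaction with DMSO and 100% = background rate lacking mevalonate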
STAT1 blocker: STAT1 signaling inhibitors, primary screen, cell-based, HTS, luciferase reporter. 0.35% of 200,000 active. NIH 3T3 STAT1-luciferase reporter, IFN-gamma, luminescence. AID 920, 2007. inhibition, % at 5.5 µM;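 active = inhibition above a set limit, the mean inhibition across all tested compounds plus 3 SD, cut at about 34% in these data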;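 also: 0% = IFN-gamma with DMSO and 100% = IFN-gamma with 300 µM nifuroxazide; values of inactives mirror those of a sister screen read the other way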
STAT1 act: STAT1 signaling activators, primary screen, cell-based, HTS, luciferase reporter. 2.6% of 200,000 active. AID 932, 2007. activation (% of control), % at 5.5 µM. NIH 3T3 STAT1-luciferase reporter, IFN-gamma, luminescence; 100% = IFN-gamma alone, no compound;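 active = activation above the screen-wide mean activation plus 3 SD, cut at about 130% in these data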;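 also: raw ratio to IFN-gamma control signal so 100% means no change and 0% no light; values of inactives mirror those of a sister screen read the other way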
STAT3 act: IL-6 driven STAT3 reporter potentiators, primary screen, U3A cells, luciferase, luminescence, MLSCN library. AID 871, 2007. 0.91% of 190,000 active. activation (% of control), % at 5.6 µM. IL-6 STAT3-luciferase reporter; 100% = signal with IL-6 EC80 alone;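 active = activation above the screen-wide mean of compound activation plus 3 SD, cut at about 130% in these data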;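 also: 0% = background luminescence of wells with medium and substrate only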
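Material: STAT1-lacking human U3A cells, STAT3 luciferase reporter | Benchmarks: IL-6-only wells as 100% reference | Probe or stimulus: IL-6 (33 ng/mL) | Timing: Compound 1 h, then IL-6 6 h at 37 °C | Detection: Luminescence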
APP 5'UTR act: activators of APP 5'UTR luciferase reporter, primary screen, SH-SY5Y cells. SH-SY5Y APP 5'UTR luciferase reporter, luminescence; zero percent = DMSO vehicle wells. activation, % at 2 µM. 1% of 190,000 active;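 active = activation above a set limit, based on mean plus 3 SD of controls, cut at about 140% in these data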; also: values of inactives mirror those of a sister screen read the other way
Hsp70 activator: Hsp70 transcriptional activators, primary screen, cell-based, HeLa, Hsp70 promoter luciferase, luminescence, 10 µM; HeLa Hsp70 promoter luciferase reporter; scaled: vehicle 0, proteasome-inhibitor control 100%; activation, % at 10 µM; 0.04% of 200,000 active;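 active = activation above the mean across all tested compounds plus 3 SD, cutoff set per campaign, cut at about 5.5% in these data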;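 also: 100% = MG132 at 30 µM as the positive control and 0% = DMSO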
NF-kB expr up: activators of NF-kB expression in neurons, primary screen, cell-based, HTS; human neuronal cells, NF-kB reporter expression; hits give high values; fold change at 12.5 µM; 1.6% of 190,000 active; AID 1239, 2008; in the data active = fold change above about 3.3
TLR4-MyD88 BLA: inhibitors of TLR4-MyD88 association in cells, primary screen, cell-based, HeLa CL3-4, BLA complementation, FRET ratio | HeLa CL3-4 TLR4/MyD88 BLA complementation | inhibition, % at 8.4 µM | 0.18% of 200,000 active; in the data active = inhibition above about 25%;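 also: 0% = vehicle and 100% = reference inhibitor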
Target sequence (O00206 whole entry, looked up): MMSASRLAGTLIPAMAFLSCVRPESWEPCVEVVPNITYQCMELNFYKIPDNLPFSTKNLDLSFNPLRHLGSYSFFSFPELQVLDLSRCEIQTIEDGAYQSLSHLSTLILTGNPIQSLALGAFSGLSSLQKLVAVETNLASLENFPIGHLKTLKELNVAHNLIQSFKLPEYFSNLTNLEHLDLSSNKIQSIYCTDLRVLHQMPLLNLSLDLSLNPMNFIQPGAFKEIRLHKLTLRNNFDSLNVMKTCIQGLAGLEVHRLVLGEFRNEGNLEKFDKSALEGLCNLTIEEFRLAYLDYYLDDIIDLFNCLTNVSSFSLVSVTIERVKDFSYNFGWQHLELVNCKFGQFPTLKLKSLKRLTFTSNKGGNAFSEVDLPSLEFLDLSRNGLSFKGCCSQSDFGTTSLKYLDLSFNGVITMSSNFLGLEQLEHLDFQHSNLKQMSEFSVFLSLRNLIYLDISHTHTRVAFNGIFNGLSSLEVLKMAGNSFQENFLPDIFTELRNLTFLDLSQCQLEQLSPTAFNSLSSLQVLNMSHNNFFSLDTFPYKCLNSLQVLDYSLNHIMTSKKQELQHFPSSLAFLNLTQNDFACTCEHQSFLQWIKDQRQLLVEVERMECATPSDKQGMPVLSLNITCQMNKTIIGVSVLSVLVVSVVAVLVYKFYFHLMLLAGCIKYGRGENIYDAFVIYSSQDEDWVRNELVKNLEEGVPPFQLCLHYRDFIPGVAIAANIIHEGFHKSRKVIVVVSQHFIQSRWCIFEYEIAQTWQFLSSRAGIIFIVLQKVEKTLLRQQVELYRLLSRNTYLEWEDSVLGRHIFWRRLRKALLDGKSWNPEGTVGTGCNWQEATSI
Target sequence (Q99836 whole entry, looked up): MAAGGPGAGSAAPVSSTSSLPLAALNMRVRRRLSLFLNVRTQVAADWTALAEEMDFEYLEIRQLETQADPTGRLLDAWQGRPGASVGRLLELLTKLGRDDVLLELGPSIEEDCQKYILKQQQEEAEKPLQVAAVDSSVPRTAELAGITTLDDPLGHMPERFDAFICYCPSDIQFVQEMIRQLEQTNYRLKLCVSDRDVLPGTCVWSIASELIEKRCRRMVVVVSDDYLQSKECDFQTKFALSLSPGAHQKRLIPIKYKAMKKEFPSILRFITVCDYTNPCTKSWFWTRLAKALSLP
* = called active by the depositor; · = no result given.

SMILES,DTT redox prof,STAT3 inh,HMGR II inh,STAT1 blocker,STAT1 act,STAT3 act,APP 5'UTR act,Hsp70 activator,NF-kB expr up,TLR4-MyD88 BLA
CCN1CCN(CCNC(=O)CS(=O)(=O)Cc2nc(-c3ccc(C)cc3)oc2C)CC1,-0.8,12.8,-2.1,4.1,96.3,96.6,·,-0.3,0.79,-2.8
CC(NC(=S)NCCCN1CCOCC1)C12CC3CC(CC(C3)C1)C2 (stereo not drawn),-0.8,-10.0,-2.5,0.5,98.1,109.9,27.5,0.0,1.07,0.5
O=C(NC(=S)NC1CCSC1=O)c1ccccc1 (stereo not drawn),-0.2,4.2,5.9,-3.8,103.4,96.7,·,-0.3,0.91,4.9
CCOCCCNC(=O)C(c1ccc(C)cc1)N1CCOCC1 (stereo not drawn),-1.1,·,-10.5,·,·,·,11.8,·,0.99,·
Cc1ccc([N+](=O)[O-])cc1/C=N/Nc1nnnn1-c1ccccc1,-0.1,2.7,1.0,6.6,93.9,96.5,-4.5,-0.3,1.17,-0.9
N#C/C(=C(/O)COC(=O)c1ccccc1O)c1nc2ccccc2s1,-0.4,-15.6,-5.8,-7.0,105.0,117.9,0.7,0.2,1.03,0.6
COc1ccccc1OCC(=O)NCCC1=CCCCC1,-0.9,-10.9,-9.6,-2.8,102.5,107.9,-0.6,0.1,1.32,12.5
COc1ccc(C(=O)CC(=O)O)c2c1C=CC(C)(C)O2,2.2,0.5,-5.5,1.1,99.0,104.0,-9.1,0.4,1.1,7.4
COc1ccc(/C(N)=N/OC(=O)Oc2ccccc2)cc1,-0.8,3.4,-7.3,1.8,98.3,98.5,6.9,-0.1,0.98,-10.6
CC(NS(=O)(=O)c1ccc(Br)cc1)C(=O)NCCc1ccccc1 (stereo not drawn),0.6,5.3,-6.3,4.9,95.5,94.9,13.0,-0.1,0.91,6.0
CCN(CC)S(=O)(=O)c1ccc(C)c(NC(=O)Cn2c(=O)cnc3ccccc32)c1,0.0,-2.3,-0.3,4.0,96.5,104.2,17.4,0.0,1.06,-25.7
O=C(Nc1cc(N2CCCCC2)ncn1)c1ccc(F)cc1,0.7,17.8,3.2,-22.1,118.9,91.0,18.4,0.3,1.34,4.3
CC(C)C(=O)Nc1c(O)c2ccccc2[nH]c1=O,-0.8,0.9,-0.3,2.4,96.0,101.2,-10.2,-0.1,1.06,-2.0
CC1(C(=O)O)Sc2[nH]c(=O)sc2C2c3ccccc3OC(=O)C21 (stereo not drawn),-1.6,-2.5,-10.3,4.2,97.4,105.7,42.4,-0.2,1.33,-8.6
O=C(Nc1ccc2c(c1)OCO2)C1CCN(C(=O)CSc2ncnc3ccccc23)CC1,0.5,-7.1,·,-1.0,100.9,112.7,14.2,-0.5,·,-6.2
COc1ccc(Br)cc1S(=O)(=O)NCc1ccccc1,-0.5,12.4,-4.1,18.9,83.2,88.0,11.7,-0.2,1.16,-19.9
COc1cc(NC(=O)CSc2nc3[nH]ncc3c(=O)n2-c2ccccc2C)cc(OC)c1OC,0.0,2.9,6.2,0.7,99.4,100.8,2.0,-0.5,0.76,-8.1
COC(=O)C(O)(CC(=O)Nc1ccc(Cl)cc1F)C(F)(F)F (stereo not drawn),1.4,5.9,1.0,-2.8,109.3,98.2,9.0,-0.3,0.96,8.0
C=CCNC(=O)C1CCN(S(=O)(=O)c2ccccc2)CC1,-0.6,2.9,-2.8,4.9,95.6,104.0,7.9,-0.3,1.59,-13.5
N#Cc1ccc(N/N=C/c2cn(-c3ccccc3)nc2-c2ccccc2)c([N+](=O)[O-])c1,0.3,-0.1,0.8,-3.0,102.6,103.5,-75.3,-0.2,1,6.8

Two entries from above in a different format.
CCN1CCN(CCNC(=O)CS(=O)(=O)Cc2nc(-c3ccc(C)cc3)oc2C)CC1
- DTT redox prof = -0.8
- STAT3 inh = 12.8
- HMGR II inh = -2.1
- STAT1 blocker = 4.1
- STAT1 act = 96.3
- STAT3 act = 96.6
- APP 5'UTR act = ·
- Hsp70 activator = -0.3
- NF-kB expr up = 0.79
- TLR4-MyD88 BLA = -2.8

CC(NS(=O)(=O)c1ccc(Br)cc1)C(=O)NCCc1ccccc1 (stereo not drawn)
- DTT redox prof = 0.6
- STAT3 inh = 5.3
- HMGR II inh = -6.3
- STAT1 blocker = 4.9
- STAT1 act = 95.5
- STAT3 act = 94.9
- APP 5'UTR act = 13.0
- Hsp70 activator = -0.1
- NF-kB expr up = 0.91
- TLR4-MyD88 BLA = 6.0

Continued.
SMILES,DTT redox prof,STAT3 inh,HMGR II inh,STAT1 blocker,STAT1 act,STAT3 act,APP 5'UTR act,Hsp70 activator,NF-kB expr up,TLR4-MyD88 BLA
COc1cc(NC(=O)CSc2nnc3n2C(C)(C)Cc2ccccc2-3)cc(OC)c1,-4.1,39.2,-4.5,5.2,95.1,68.6,-1.2,-0.1,0.96,1.1
CC(C)OCCCn1c(-c2ccco2)nc2nc3ccccc3nc21,0.4,0.4,-5.4,-8.5,107.8,102.8,-0.6,-0.3,0.62,8.8
CC(C)NC(=O)c1onc(CSc2ccccc2F)c1C(=O)O,13.6,0.3,1.0,-2.6,102.3,100.9,5.8,-0.2,1.16,6.5
O=C(NC1=NCCS1)C1CC(=O)N(c2ccc(Cl)cc2)C1 (stereo not drawn),3.4,-0.3,0.8,-6.3,105.6,105.3,4.7,-0.4,1.02,-9.3
Clc1cccc(Nc2nc(-c3ccncc3)cs2)c1,0.5,-2.0,4.0,-15.7,113.5,103.0,46.2,-0.3,1.22,-14.1
CC1CCCCN1C(=O)C12CCC(C)(C(=O)C1)C2(C)C (stereo not drawn),1.8,9.0,-3.5,0.9,99.2,100.8,-6.5,-0.4,1.38,-20.8

Given field by field: 2 of the compounds above
molecule: O=C(Nc1cc(N2CCCCC2)ncn1)c1ccc(F)cc1
  DTT redox prof: 0.7 | STAT3 inh: 17.8 | HMGR II inh: 3.2 | STAT1 blocker: -22.1 | STAT1 act: 118.9 | STAT3 act: 91.0 | APP 5'UTR act: 18.4 | Hsp70 activator: 0.3 | NF-kB expr up: 1.34 | TLR4-MyD88 BLA: 4.3
molecule: CC(C)C(=O)Nc1c(O)c2ccccc2[nH]c1=O
  DTT redox prof: -0.8 | STAT3 inh: 0.9 | HMGR II inh: -0.3 | STAT1 blocker: 2.4 | STAT1 act: 96.0 | STAT3 act: 101.2 | APP 5'UTR act: -10.2 | Hsp70 activator: -0.1 | NF-kB expr up: 1.06 | TLR4-MyD88 BLA: -2.0

Bioassay records: PubChem BioAssay, several laboratories
